influenza NS1A: H1N1 influenza NS1A inhibitors, functional cell based assay (AID 504329); NS1A functional cell-based assay, percent inhibition; higher % means a stronger effect; inhibition, % at 12.5 µM, or IC50 in µM where a hit was titrated; 340,000 compounds, 0.3% hits; in the data active means a potency from the dose series; inconclusive means inhibition above about 27% without an active follow-up result; further: strong numbers were not always called active
VEEV TC-83 Vero: inhibitors of VEEV TC-83 cytopathic effect, confirmation, Vero cells (AID 588727); Vero cells, VEEV TC-83 cytopathic effect inhibition; higher % means a stronger effect; one-dose inhibition, % at 20 µM; IC50 in µM for titrated hits; 350,000 compounds, 0.13% hits; in the data active means a potency from the dose series; inconclusive means inhibition mostly from about 14% at the one dose, without a potency; inactive means the rest, 99 in 100 with inhibition below about 12%; further: strong numbers were not always called active
M. tuberculosis: growth inhibition of non-replicating M. tuberculosis (AID 488890). Mycobacterium tuberculosis non-replicating, growth inhibition; higher % means a stronger effect. one-dose inhibition, % at 25 µM; IC50 in µM for titrated hits. 320,000 compounds, 0.39% hits; in the data active means a potency from the dose series; inconclusive means inhibition mostly from about 82% at the one dose, without a potency; inactive means the rest, 99 in 100 with inhibition below about 76%;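 further: plate controls were DMSO cells for no effect and high antibiotic wells for full effect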
PhoP GFP inhibition: PhoP regulon inhibitors, Salmonella typhi PhoP promoter GFP reporter, confirmatory (AID 1850); one-dose inhibition, % at 50 µM; IC50 in µM for titrated hits; 310,000 compounds, 0.33% hits; Salmonella Typhi PhoP-promoter GFP reporter, fluorescence, 4 h; higher % means a stronger effect; in the data active means a potency from the dose series; inconclusive means inhibition mostly from about 25% at the one dose, without a potency; inactive means the rest, 99 in 100 with inhibition below about 19%;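 further: 0% = induced wells with vehicle and 100% = uninduced wells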
H37Rv inhibition: M. tuberculosis growth inhibition, HTS (AID 449762) | M. tuberculosis H37Rv growth inhibition, 7H9 media; higher % means a stronger effect | inhibition, % at 25 µM; hits with a dose series show IC50 in µM | 330,000 compounds, 0.59% hits; in the data active means a potency from the dose series; inconclusive means inhibition above about 70% without an active follow-up result;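 further: bacterial growth assessed after seven days of incubation; strong numbers were not always called active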
Starred values were filed as active, the others as inactive; i = inactive; ? = inconclusive; . = no result given.

[1] CCc1ccc(CNC(=O)c2ccc3c(c2)NC(=O)C(N2CCOCC2)S3)cc1 (stereo not drawn)
[2] CCCNC(=O)N[C@@H](Cc1ccccc1)C(=O)OC
[3] Cc1ccc(-c2csc(N3CCN(c4cc5c(cc4Cl)nc(C(C)N)n5CCCO)CC3)n2)cc1 (stereo not drawn)
[4] Cc1ccc(C2C(C#N)=C(N)Oc3c2c(=O)n(C)c(=O)n3C)cc1 (stereo not drawn)
[5] O=C(CCCn1c(=O)[nH]c2ccsc2c1=O)Nc1ccc(F)cc1
[6] C/C(=N\NC(=O)c1c(Br)c(C)nn1C)c1cccc(NC(=O)c2ccccc2C)c1
[7] CSc1n[nH]c(=S)n1N
[8] NC(=O)c1cccnc1Nc1ccccc1Cl

Compound,1,2,3,4,5,6,7,8
influenza NS1A,-8%,-2%,-9%,22%,-14%,22%,-28%,8%
VEEV TC-83 Vero,1.2%,0.7%,i,1.1%,10%,1.2%,0.4%,0.0%
M. tuberculosis,59%,-8%,-2%,-9%,2%,17%,-20%,40%
PhoP GFP inhibition,-17%,2%,-3%,1%,8%,-4%,8%,-6%
H37Rv inhibition,7%,-4%,7%,-3%,-1%,-9%,-6%,4%

[9] COCc1cc(C)nc(N/N=C/c2ccc(-c3ccc(Cl)cc3[N+](=O)[O-])o2)c1C#N
[10] CC(C)(C)OC(=O)N1CCCC1C(=O)N1CCCC1C(=O)N1CCCC1C(=O)O (stereo not drawn)
[11] COc1ccc(NC(=S)NNC(=O)COc2ccc(Cl)cc2Cl)cc1
[12] O=C(NCc1ccco1)c1cnn2c(C(F)(F)F)cc(-c3ccccc3)nc12
[13] CN(CC(=O)Nc1ccc(N2CCOCC2)cc1)C(=O)COc1ccccc1F
[14] CCn1cc(C(=O)Nc2ncccc2O)c(=O)c2cc(F)c(N3CCN(C(=O)c4ccco4)CC3)cc21
[15] O=C(/C=C/NNC(=O)c1cccc(Br)c1)c1ccccc1
[16] C=CCNC(=O)NC(=O)COn1nnc2ccc(S(=O)(=O)N(C)C)cc21

Compound,9,10,11,12,13,14,15,16
influenza NS1A,8%,10%,23%,1%,-7%,-15%,-17%,-5%
VEEV TC-83 Vero,0.6%,1.1%,4.9%,2.6%,0.8%,12%,7.4%,1.1%
M. tuberculosis,.,.,-14%,4%,-5%,38%,?,-9%
PhoP GFP inhibition,.,.,-1%,-8%,3%,-12%,4%,-9%
H37Rv inhibition,.,.,-1%,-6%,1%,5%,6%,-3%

Part of the list above in order of length of the SMILES, lowest first:
[7] CSc1n[nH]c(=S)n1N
[8] NC(=O)c1cccnc1Nc1ccccc1Cl
[15] O=C(/C=C/NNC(=O)c1cccc(Br)c1)c1ccccc1
[11] COc1ccc(NC(=S)NNC(=O)COc2ccc(Cl)cc2Cl)cc1
[5] O=C(CCCn1c(=O)[nH]c2ccsc2c1=O)Nc1ccc(F)cc1
[13] CN(CC(=O)Nc1ccc(N2CCOCC2)cc1)C(=O)COc1ccccc1F
[4] Cc1ccc(C2C(C#N)=C(N)Oc3c2c(=O)n(C)c(=O)n3C)cc1 (stereo not drawn)
[16] C=CCNC(=O)NC(=O)COn1nnc2ccc(S(=O)(=O)N(C)C)cc21
[12] O=C(NCc1ccco1)c1cnn2c(C(F)(F)F)cc(-c3ccccc3)nc12
[6] C/C(=N\NC(=O)c1c(Br)c(C)nn1C)c1cccc(NC(=O)c2ccccc2C)c1

Compound,7,8,15,11,5,13,4,16,12,6
influenza NS1A,-28%,8%,-17%,23%,-14%,-7%,22%,-5%,1%,22%
VEEV TC-83 Vero,0.4%,0.0%,7.4%,4.9%,10%,0.8%,1.1%,1.1%,2.6%,1.2%
M. tuberculosis,-20%,40%,?,-14%,2%,-5%,-9%,-9%,4%,17%
PhoP GFP inhibition,8%,-6%,4%,-1%,8%,3%,1%,-9%,-8%,-4%
H37Rv inhibition,-6%,4%,6%,-1%,-1%,1%,-3%,-3%,-6%,-9%

[9] COCc1cc(C)nc(N/N=C/c2ccc(-c3ccc(Cl)cc3[N+](=O)[O-])o2)c1C#N

Compound,9
influenza NS1A,8%
VEEV TC-83 Vero,0.6%
M. tuberculosis,.
PhoP GFP inhibition,.
H37Rv inhibition,.

Next records follow.
[17] COC(=O)c1oc2ccc(Br)cc2c1NC(C)=O
[18] Cc1ccc(/C=C/C2=NN(Cc3ccc(Cl)c(Cl)c3)C(=O)CC2)cc1
[19] O=C(NCCNC(=O)c1ccc(Br)o1)c1ccc(Br)o1
[20] CCC(=O)Nc1ccc(NC(=O)c2cccc3ccccc23)cc1
[21] O=S(=O)(c1ccc2oc(=S)[nH]c2c1)N1CCOCC1
[22] Cc1cccc(NC(=O)CCc2ccccc2)c1
[23] O=C(/C=C/c1ccc(OCc2ccccc2)c(OCc2ccccc2)c1)c1cccnc1
[24] CCN1C[C@@H]2[C@@H]3C(=O)N(Cc4ccccc4)C(=O)[C@@H]3[C@](C)(C1=O)N2C(=O)c1ccc(C(F)(F)F)cc1

Compound,17,18,19,20,21,22,23,24
influenza NS1A,-6%,22%,7%,-2%,-10%,-4%,5%,-8%
VEEV TC-83 Vero,0.2%,4.5%,0.7%,1.7%,2.5%,i,2.6%,0.2%
M. tuberculosis,-21%,-6%,.,-1%,64%,17%,68%,.
PhoP GFP inhibition,4%,-3%,-4%,-6%,.,-13%,-4%,.
H37Rv inhibition,-7%,6%,-7%,6%,41%,3%,14%,.

[25] Cc1cnc(C(=O)OCC(=O)N2C(C)CCCC2C)cn1 (stereo not drawn)
[26] COc1ccc(OC)c(NC(=O)COc2ccc(S(=O)(=O)N3CCCC3)cc2)c1
[27] COc1cc(C2NC(=O)NC(O)(C(F)(F)F)C2C(=O)c2cccs2)ccc1O (stereo not drawn)
[28] CCc1nc(Nc2cccc(F)c2)c2oc3ccccc3c2n1
[29] O=C1C2CC=C(Cl)CC2C(=O)N1CCC[n+]1ccccc1 (stereo not drawn)
[30] COc1ccccc1NC(=O)C1=C(C)Nc2nc(-c3ccc(N(C)C)cc3)nn2C1c1ccncc1 (stereo not drawn)
[31] COc1ccc(C(=O)c2ccc3oc(-c4ccc(OC)cc4)c(-c4ccc(O)cc4)c3c2)cc1
[32] CCn1cc(C(=O)NCCCN2CCC(C)CC2)c(=O)c2cc(S(=O)(=O)N3CCCC3)ccc21

Compound,25,26,27,28,29,30,31,32
influenza NS1A,-5%,-3%,1%,-2%,-5%,6%,-2%,-3%
VEEV TC-83 Vero,0.4%,1.9%,i,i,i,2.9%,11%,i
M. tuberculosis,-7%,2%,.,5%,-5%,33%,12%,4%
PhoP GFP inhibition,.,-3%,-5%,2%,0%,-9%,.,12%
H37Rv inhibition,-5%,-7%,.,-5%,7%,-7%,15%,-8%

[33] O=C(NCCc1ccc(Cl)cc1)c1cccs1
[34] CC(C)[C@H](NC(=O)c1ccc(Cl)c([N+](=O)[O-])c1)C(=O)NCc1ccc(Cl)cc1Cl
[35] O=C(CNC(=O)N1CC(=O)Nc2ccccc21)Nc1cc(Cl)ccc1Cl
[36] COc1ccc(C(=O)Nc2ccccc2C(=O)O)cc1NC(=O)C(c1ccccc1)c1ccccc1
[37] CCc1nnc(NC(=O)c2ccc(C)o2)s1
[38] CC1CN(C(=O)COC(=O)c2ccc(NC(=O)CC#N)cc2)CC(C)O1 (stereo not drawn)
[39] CSc1ccc(NC(=O)/C=C/C(=O)O)cc1
[40] COc1ccc(C(=O)NC(=S)Nc2ccc(N3CCOCC3)cc2)cc1Cl

Compound,33,34,35,36,37,38,39,40
influenza NS1A,-9%,-6%,-41%,-2%,-5%,2%,4%,17%
VEEV TC-83 Vero,0.6%,i,0.6%,5.2%,2.3%,4.8%,1.7%,0.9%
M. tuberculosis,35%,16%,.,18%,-17%,5%,11%,?
PhoP GFP inhibition,10%,-6%,-9%,2%,-7%,2%,6%,13%
H37Rv inhibition,6%,-3%,5%,-3%,-5%,0%,-3%,?

[41] O=C(O)COc1ccc(Br)cc1CP(=O)(c1ccccc1)c1ccccc1
[42] CC(C)C1Oc2ccccc2N(CC(=O)NC2CCCCC2)C1=O (stereo not drawn)
[43] O=S(=O)(c1c(F)cccc1F)N1CCCC2CCCCC21 (stereo not drawn)
[44] CCC(=O)NC(=S)Nc1ccc(NC(=O)c2ccccc2[N+](=O)[O-])cc1
[45] COCCNC(=S)N1CCCC(CO)C1 (stereo not drawn)
[46] CC(=O)N(CCc1ccccc1C)Cc1cc2ccc(C)cc2[nH]c1=O
[47] CN(CCOc1ccccc1)c1ccc(S(=O)(=O)N2CCCCC2)cn1
[48] CC(=O)Nc1ccc(S(=O)(=O)N2CCN(C(=O)C3COc4ccccc4O3)CC2)cc1 (stereo not drawn)

Compound,41,42,43,44,45,46,47,48
influenza NS1A,-31%,-4%,-5%,10%,1%,-12%,-6%,-5%
VEEV TC-83 Vero,0.1%,2.5%,1.6%,1.0%,1.7%,0.3%,i,6.1%
M. tuberculosis,-5%,7%,51%,48%,4%,2%,32%,1%
PhoP GFP inhibition,-1%,5%,.,0%,1%,0%,1%,-6%
H37Rv inhibition,1%,20%,6%,30%,-3%,1%,12%,4%

[49] CN(C)S(=O)(=O)c1ccc2c(c1)Cc1cc(S(=O)(=O)N(C)C)ccc1-2
[50] CN(C)c1ccc(C=NNC(=O)c2cccnc2)cc1
[51] Cc1ccccc1CSCCNC(=O)Nc1ccccc1
[52] CCOC(=O)N1CCC(NC(=O)c2cnn3c(C(F)(F)F)cc(-c4cccc(OC)c4)nc23)CC1
[53] O=C(O)C1CCC(N2C(=O)C3C4CCC(C4)C3C2=O)CC1 (stereo not drawn)
[54] CCOC(=O)C1CCN(C(=O)C2(NC(=O)Nc3ccccc3C)CCCCC2)CC1
[55] CCOc1ccc(NC(=O)CCc2c(C)noc2C)cc1OC
[56] O=C(c1ccc2c(=O)n(Cc3ccc4c(c3)OCO4)c(=S)[nH]c2c1)N1CCC2(CC1)OCCO2

Compound,49,50,51,52,53,54,55,56
influenza NS1A,-8%,7%,12%,.,-2%,1%,-2%,15%
VEEV TC-83 Vero,0.3%,i,0.0%,.,2.3%,i,1.8%,i
M. tuberculosis,-11%,.,34%,20%,-17%,-15%,3%,36%
PhoP GFP inhibition,2%,.,8%,-1%,5%,2%,.,3%
H37Rv inhibition,5%,.,7%,18%,1%,-7%,-3%,4%

[57] COC(=O)C1=C(C)N(Cc2ccccc2)C(=NCC(C)C)N[C@H]1c1ccccc1
[58] O=C(NCc1ccccc1)/C(=C\c1ccc([N+](=O)[O-])cc1)NC(=O)c1ccco1
[59] O=C(CN1CCCCCC1)Nc1ccccc1Cl
[60] Cc1cccc(NC(=O)CN2CCN(C(=O)c3c(C)nn(Cc4ccccc4)c3C)CC2)c1C
[61] O=C(COC(=O)Cc1ccc(-c2ccccc2)cc1)NCc1ccc(F)cc1
[62] CCc1nn(CC(=O)O)c(=O)c2ccccc12
[63] CC(Oc1ccc2c(-c3ccccc3)cc(=O)oc2c1)C(=O)NC(Cc1c[nH]c2ccccc12)C(=O)O (stereo not drawn)
[64] O=C(CN1CCCCC1)NCC(=O)Nc1ccc(Br)cc1C(=O)c1ccccc1
[65] N#CC(C#N)=C1CCc2ccccc2N1
[66] c1ccc(-c2nnc3sc(-c4csc5c4CCCC5)nn23)cc1
[67] COc1ccccc1C(=O)NC(=O)Nc1nc(-c2ccccc2)cc(C(F)(F)F)n1

Compound,57,58,59,60,61,62,63,64,65,66,67
influenza NS1A,.,12%,4%,-2%,2%,-6%,-17%,-1%,1%,2%,15%
VEEV TC-83 Vero,.,3.6%,i,1.8%,i,i,2.6%,i,2.2%,5.2%,2.2%
M. tuberculosis,?,-11%,10%,1%,49%,13%,17%,9%,8%,?,12%
PhoP GFP inhibition,-3%,-16%,-6%,.,-3%,19%,.,-4%,6%,1%,2%
H37Rv inhibition,?,-6%,1%,0%,5%,1%,8%,-2%,-3%,?,-5%

Compound activity deposited in PubChem BioAssay by Southern Research Specialized Biocontainment Screening Center.
